HCV inhibitor: qHTS Assay for Inhibitors of Hepatitis C Virus (HCV). 340,000 compounds, 3.4% hits. Potency, µM (titrated, usually from 41.8 µM), for inactives: at the top dose activity change, negative = inhibition, usual class: inhibitors. Huh7.5.1 HCVcc-Cre infection, luciferase reporter, 44 h
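Reporter virus HCVcc-Cre (~0.5 moi) infects cells exposed to compound; seeding density 1,000 cells/well with 4 h settling beforehand. Luminescence, 15 sec read, taken 44 h post-infection following a 15 min RT substrate incubation.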
TbPYK inhibitor: qHTS of Trypanosoma Brucei Inhibitors; Potency, µM (series often up to 76.8 µM), for inactives: top-dose activity, negative = inhibition, actives largely listed as inhibitors; pyruvate kinase (Trypanosoma brucei), Q57TT1; AID 624173, 2012; TbPYK enzyme, Kinase-Glo Plus ATP luminescence, 45 min; 410,000 compounds, 0.12% hits; note: nearly all actives have a fitted effect of over 50% in size
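Screened from lowest to highest concentration, compounds were pinned into TbPYK/substrate mixtures, and ADP (130 uM final) was added. Plates sat at room temperature for 45 min prior to Kinase-Glo Plus detection by luminescence.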
Active calls of the source: *; ? = inconclusive; & = joins results of further samples; [ ] = dose if it differs, or a comment. Calls come from the whole dose curve; as a rule, active = well fitted curve in the direction sought with a large enough effect; inconclusive = small, poorly fitted or top-dose-only effect, or another doubt; inactive = no such curve, though single readings can be large; an effect the other way counts as inactive or inconclusive. % is set by controls: 0 for no effect and ±100 for the full control effect; potency is the fitted concentration of half-maximal effect.

SMILES	HCV inhibitor	TbPYK inhibitor
Cc1ccc(S(=O)(=O)N2CCN(C(=O)c3cc(S(=O)(=O)N4CCOCC4)c(Cl)cc3Cl)CC2)cc1	?	2.3%
CCN(C[C@H]1N[C@@](CC)(C(=O)OC)[C@H]2C(=O)N(Cc3ccccc3)C(=O)[C@@H]12)C(=O)c1ccc(C)cc1	-20.5%	0.3%
CC(=O)Nc1cccc2ccc(O)cc12	2.6%	3.0%
NS(=O)(=O)c1ccc(CCNC(=O)c2ccc(Cl)c(S(=O)(=O)N3CCCCC3)c2)cc1	2.0%	0.1%
Cc1cccc(C(C)C)c1NC(=O)CSc1cccc[n+]1[O-]	-4.7%	-3.6%
COc1ccc(C(=Cc2ccccc2)C(=O)O)cc1	18.9%	-1.8%
CCCCNC(=O)c1onc(CSc2ccc(Cl)cc2)c1C(=O)NCCCC	?	1.9%
Cc1noc(C)c1NC(=O)N(C)C[C@H]1Oc2ccc(NC(=O)c3ccncc3)cc2C(=O)N([C@H](C)CO)C[C@@H]1C	22.7%	3.5%
COc1ccc(CCC(=O)OCC(=O)Nc2sccc2C#N)cc1	6.7%	-2.5%
O=C(NN=Cc1ccc(F)c(F)c1)c1ccc(NS(=O)(=O)c2cccs2)cc1	38.1%[activator]	-3.2%
CC(=NNC(=O)c1cccs1)c1ccc2c(c1)OCCO2	?	0.9%
O=C(OCc1c(-c2ccccc2)ncc2ccccc12)c1ccc(F)cc1	10.1%	-6.0%
O=C1C(Cl)=C(NCCCN2CCOCC2)C(=O)c2ccccc21	10µM*	-3.6%
Cc1nccn1C(c1ccccc1)c1ccccc1	-2.3%	15.0%
O=C(c1ccc(CN2CCc3ccccc3C2)cc1)N1CCN(c2ccc(F)cc2)CC1	?	-3.8%
CCOc1ccc(NC(=O)CN(C)C(=O)c2c(C)nn(Cc3ccccc3Cl)c2C)cc1OCC	-26.2%	9.3%
CCOC(=O)c1cn(Cc2ccccc2)c(C(=O)OC(C)(C)C)c1O	?	0.2%
COc1ccc(CCNC(=O)C(C)SCC(=O)Nc2ccc(F)cc2)cc1 (stereo unspecified)	-0.3%	0.3%
CCCCC(=O)NCCc1cc2c(C)ccc(C)c2[nH]c1=O	10.8%	-5.5%
O=C(c1ccc([N+](=O)[O-])cc1)N1CCN(c2ncccn2)CC1	2.2%	-3.3%
Cc1c(C(=O)OC(C)C(=O)N(C)Cc2ccccc2)oc2ccccc12 (stereo unspecified)	?	-8.7%
CCOC(=O)Nc1cc2c(c(N)n1)N=C(c1ccccc1)CN2	-18.0%	-4.8%
CCCSc1ccc([C@H]2N[C@@](CC(C)C)(C(=O)OC)[C@H]3C(=O)N(CC)C(=O)[C@@H]23)cc1	?	2.2%
Cc1ccn2c(NCc3ccccc3)c(-c3cccc(SC4CCCCC4)c3)nc2c1	?	2.5%&0.7%
Cc1noc(C)c1NC(=O)Nc1ccc2c(c1)C(=O)N([C@H](C)CO)C[C@H](C)[C@@H](CN(C)C(=O)NC(C)C)O2	17.7%	3.6%
O=C1N[C@@H](Cc2ccccc2)C(=O)N2[C@@H]3N(S(=O)(=O)c4ccccc4)c4ccccc4[C@]3(Br)C[C@@H]12	-2.6%	0.8%
COc1ccc(Nc2nnc(SC(C)C(=O)NC3CC3)s2)cc1 (stereo unspecified)	-0.7%	0.3%
CCOC(=O)c1nc2cc3n(c(C)c-2c1C)C(C)C(CC)=C3C (stereo unspecified)	-9.6%	3.0%
CN(C)c1ccc(O)c2c1CC1CC3C(N(C)C)C(=O)C(C(N)=O)=C(O)[C@@]3(O)C(=O)C1=C2O (stereo partly specified)	-11.2%	-4.0%
COC(=O)C1=C(c2ccccc2)C[C@@H]2CC[C@H]1N2C(=O)NCc1ccc(F)cc1	-14.0%	0.6%
CC1CCCC(C)N1C(=O)COC(=O)COc1ccc(C#N)cc1 (stereo unspecified)	22.1%	0.7%
COC(=O)C1=C(C)N(CCCC(=O)O)C(=O)NC1c1ccc(Cl)cc1 (stereo unspecified)	15.1%	0.4%
O=C1c2ccccc2NC(c2ccc(Br)s2)N1O (stereo unspecified)	?	-13.4%
O=c1ccc2c(O)c3ccoc3cc2o1	7.6%	4.9%
CC1=C(/C=C/C(C)=C/C=C/C(C)=C\C(=O)O)C(C)(C)CCC1	27.6%	5.0%
COc1cc(C(=O)Oc2ccccc2OC(=O)c2cc(OC)c(OC)c(OC)c2)cc(OC)c1OC	6.5%	-2.7%
CN1CCN(C2Cc3ccc(Cl)cc3Sc3ccc(F)cc32)CC1 (stereo unspecified)	31.6µM*	5.0%
COc1cc(O)cc(/C=C/c2ccccc2)c1	?	5.5%
C[C@]1(O)CCC2C3CC[C@@H]4CC(=O)CC[C@]4(C)C3CC[C@@]21C (stereo partly specified)	-13.4%	-1.7%
CCCCN1C(=O)C(=O)c2cc(Cl)ccc21	37.6%[activator][8.37 µM]	0.4%
ClCCN(CCCl)c1ccc(C2=NCCc3ccccc32)cc1	?	-0.3%
COc1ccccc1NC(=O)COC(=O)c1[nH]c(=O)[nH]c(=O)c1N	15.4%	-14.1%
COc1ccc(NC(=O)N(C)C[C@H]2Oc3ccc(NC(=O)Nc4ccc5c(c4)OCO5)cc3C(=O)N([C@H](C)CO)C[C@@H]2C)cc1	3.4%	-1.1%
N#C/C(=C\c1cccc2ccccc12)c1nn(-c2ccccc2)c(N)c1C#N	-28.6%	5.7%
CC(=O)Nc1ccc(S(=O)(=O)N(C)CC(=O)NC2CCCCCCC2)cc1	-2.8%	0.0%
COc1cc(S(=O)(=O)N2CCOCC2)c(OC)c(S(=O)(=O)N2CCOCC2)c1	14.8%	1.0%
CCc1c(Nc2ccccc2Cl)nc(N)[nH]c1=O	7.3%	3.2%
COc1ccc(NC(=O)c2ccc(N3CCCC3=O)cc2)cc1Cl	?	-1.6%
O=c1c2ccccc2ncn1CCc1ccncc1	-0.7%	3.5%
O=C(COC(=O)COc1ccccc1[N+](=O)[O-])Nc1ccc2c(c1)OCO2	10.3%	0.3%
Cc1cccc(N=C2CCCC2C(=O)Nc2cccc(C)c2C)c1C (stereo unspecified)	13.1%	-4.4%
CCN(CC(=O)Nc1ccccc1C(F)(F)F)C(=O)CN1C(=O)NC(C)(c2ccc3ccccc3c2)C1=O (stereo unspecified)	-22.2%	-3.8%
NS(=O)(=O)c1ccc(N2N=C(c3ccccc3)CC2c2cccc(Cl)c2)cc1 (stereo unspecified)	?	5.4%
CC1CCC(NC(=O)c2ccc3c(c2)S(=O)(=O)c2ccccc2C3=O)CC1 (stereo unspecified)	-10.0%	1.2%
O=C(CNC(=O)c1cc(S(=O)(=O)N2CCOCC2)ccc1N1CCCC1)Nc1ccc(F)c(F)c1	5.0%	-12.5%
CC1(C)CC(NC(=O)c2ccccc2NS(=O)(=O)c2ccc(Br)cc2)CC(C)(C)N1	9.6%	3.4%
O=C(O)CC(C(=O)O)C(c1ccccc1)c1ccccc1 (stereo unspecified)	-6.4%	8.6%
CC(=NO)c1ccc2c(c1)C(=NO)c1ccccc1-2	?	2.6%
O=C(C[C@H]1C/C=C\C[C@@H](Cc2ccc(F)cc2)C(=O)OC[C@H]2CCCN2C1=O)NCCO	3.2%	3.1%
CCOC(=O)C1=CN(Cc2cccc(I)c2)S(=O)(=O)N(C)C1C (stereo unspecified)	-8.3%	-0.7%

Full records, quoted from the list.
Record of COc1cc(S(=O)(=O)N2CCOCC2)c(OC)c(S(=O)(=O)N2CCOCC2)c1 : HCV inhibitor = 14.8%; TbPYK inhibitor = 1.0%
Record of CC(=O)Nc1ccc(S(=O)(=O)N(C)CC(=O)NC2CCCCCCC2)cc1 : HCV inhibitor = -2.8%; TbPYK inhibitor = 0.0%
Record of O=C(C[C@H]1C/C=C\C[C@@H](Cc2ccc(F)cc2)C(=O)OC[C@H]2CCCN2C1=O)NCCO : HCV inhibitor = 3.2%; TbPYK inhibitor = 3.1%

Next section:
SMILES	HCV inhibitor	TbPYK inhibitor
Cc1c(C(=O)OCC(O)=C(C#N)c2nc3ccccc3[nH]2)oc2ccc(Br)cc12	20.8%	0.7%
CC1CCCC(C)N1C(=O)CN1c2cccc3cccc(c23)S1(=O)=O (stereo unspecified)	-6.1%	6.6%
O=C(COc1cc(F)ccc1[N+](=O)[O-])NCC1CCCO1 (stereo unspecified)	?	-9.7%
O=C(CN1CCCCCC1)Nc1nc2ccccc2s1	-16.7%	0.9%
O=C(Nc1cc(C(F)(F)F)ccc1-n1cncn1)c1cn2ccccc2n1	-23.9%	4.8%
CN(Cc1ccccc1)C(=O)c1cccc(NC(=O)Cc2ccc(NC(=O)C3CCCN(C(=O)C4CCC4)C3)cc2)c1 (stereo unspecified)	-12.7%[8.37 µM]	6.6%
CC(=O)Oc1ccc2ccc3ccc(C(C)=O)cc3c2c1	12.6µM*	4.2%
Cc1ccc(C)c(NC(=O)CN(C)C(=O)CC2OC(=O)c3ccccc32)c1 (stereo unspecified)	5.0%	-8.1%
CCC(CO)Oc1cc(NCc2ccc(Cl)cc2Cl)c2ncn(C(C)C)c2c1 (stereo unspecified)	?	-6.9%
COC(=O)[C@@]1(Cc2ccccc2)[C@H]2C(=O)N(Cc3ccccc3)C(=O)[C@H]2[C@H]2CN=C(SCc3ccccc3)N21	-17.4%[8.37 µM]	0.6%
COc1ccc(Cl)cc1NC(=O)COC(=O)C1CC(=O)N(Cc2ccccc2)C1 (stereo unspecified)	?	0.0%
C[C@H](CO)N1C[C@H](C)[C@@H](CN(C)Cc2ccc3c(c2)OCO3)Oc2c(NC(=O)C3CCCCC3)cccc2C1=O	-22.1%	-1.5%
Cc1ccc(-c2nc3cccnc3s2)cc1NC(=O)c1ccco1	5.6%	4.0%
CC(=O)Nc1ccc(Sc2ccc([N+](=O)[O-])o2)cc1	?	-10.8%
COc1cc(N)c2ncsc2c1	11.2%	-10.8%
COC(=O)c1cc(Cl)cc2c(CCO)c[nH]c12	?	-0.9%
O=C(COC(=O)c1c(F)cccc1F)Nc1ccc(N2CCCCC2)cc1	20.0%	-10.1%
Cc1ccccc1OCCn1cc(C(=S)N2CCCC2)c2ccccc21	11.2µM*	2.1%
Cc1cn([C@H]2C[C@H](O)[C@@H](CCC(=O)NCc3ccccc3)O2)c(=O)[nH]c1=O	3.55µM*	-5.5%
O=c1oc2ccccc2c(O)c1Sc1c(O)c2ccccc2oc1=O	-0.3%	?

Arranged by number of heavy atoms (high to low): part of the list above
SMILES	HCV inhibitor	TbPYK inhibitor
CC1CCCC(C)N1C(=O)CN1c2cccc3cccc(c23)S1(=O)=O (stereo unspecified)	-6.1%	6.6%
CC(=O)Oc1ccc2ccc3ccc(C(C)=O)cc3c2c1	12.6µM*	4.2%
CC(=O)Nc1ccc(Sc2ccc([N+](=O)[O-])o2)cc1	?	-10.8%

Following part
SMILES	HCV inhibitor	TbPYK inhibitor
CCOC(=O)C1C(=O)C(=O)N(C(C)C)C1C(=O)OCC (stereo unspecified)	2.7%	4.5%
CCOC(=O)c1c2c(n(Cc3ccccc3)c1C)C(=O)C(=O)c1ccccc1-2	?	-5.3%
C#CCOc1ccc(CNC[C@H]2O[C@@H](n3cnc4c(N)ncnc43)[C@H](O)[C@@H]2O)cc1	11.0%	-3.9%
COC1OC2COC(c3ccccc3)OC2C(OC(C)=O)C1OC(C)=O (stereo unspecified)	13.8%	-11.2%
O=C(Nc1ccc(-c2csc(Nc3ccc(Cl)cc3)n2)cc1)c1ccccc1	?	-1.7%
CCN(CC(=O)NCc1ccc(F)cc1)C(=O)c1cccc(S(=O)(=O)N(C)c2ccc(OC)cc2)c1	?	2.9%
COc1ccc(C(=O)COC(=O)CNC(=O)c2ccc(C)s2)c(OC)c1	-22.6%	3.1%
CC1(CCCN2C(=O)c3ccccc3C2=O)OCCO1	6.6%	-2.8%
O=C(Nc1ccc(C(=O)N2CCCCC2)cc1)C1CCCC1	-0.6%[8.37 µM]	-0.8%
CC(=O)N1c2cc3ccccc3cc2N(C(C)=O)c2cc3ccccc3cc21	8.4%	-1.0%
O=C(CSc1cccc[n+]1[O-])Nc1cc(Cl)ccc1[N+](=O)[O-]	-24.6%	-3.7%
S=C(NN=Cc1ccc2c(c1)OCO2)NN=Cc1ccc2c(c1)OCO2	-4.3%	-5.8%
COc1cc(/C=C2\C(=O)ON=C2c2ccc(Cl)cc2)ccc1O	8.0%	-25.7%
COc1ccc(OC)c(/C=N/NC(=O)c2cccc3ccccc23)c1	?	-2.2%
C=C[C@@H]1c2cccc(C)c2N(S(=O)(=O)c2ccc(C)cc2)[C@H](c2ccc(OC(C)=O)cc2)C1(C#N)C#N	?	7.9%
O=C(C[C@H]1C/C=C\C[C@@H](NC(=O)OCC2c3ccccc3-c3ccccc32)C(=O)O[C@@H](c2ccccc2)CNC1=O)N[C@H](CO)Cc1ccccc1	?	-20.4%
Cc1ccc(S(=O)(=O)NC(=O)Nc2cccc(S(=O)(=O)N(C)C)c2)cc1	-18.1%	2.0%
Cc1ccc2c(c1)C(=O)N1[C@H]3c4ccccc4OC[C@@H]3[C@H](c3ccccc3)[C@]1(C)C(=O)N2	?	-2.2%
O=Nc1c(O)c2ccccc2c2ccccc12	?	-0.3%
Cc1ccc(C2=NOC(C)(c3nnc(-c4ccccc4)o3)C2)cc1 (stereo unspecified)	-14.3%	-0.7%
N#CCCN(C(=S)NC(=O)C1CCCCC1)c1ccccc1F	5.9%	-6.1%
COc1cccc(C(=O)OCC(=O)N2CCc3ccccc3C2)c1OC	?	12.2%
NNC(=O)c1ccccc1CO	6.7%	3.2%

Only part of the results is shown; the hit share may differ from the screen's.
